S1P3 antagonist: S1P3 (human) receptor antagonism; 170,000 tested, 0.27% active; inhibition, % at 4.98 µM; AID 485; Q99500; CHO S1P3 NFAT-BLA reporter, FRET fluorescence, antagonist mode;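 active = inhibition above the plate cutoff, the mean inhibition of test wells on that plate plus 3 SD, cut at about 28% in these data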;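 also: cells challenged with S1P at its EC80 of 0.8 µM; blue over green emission ratio from cleaved BLA substrate after 4 h stimulation; 0% = S1P-stimulated wells and 100% = unstimulated DMSO-only wells; some compounds past the cut are filed as inactive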
bIAP activator: increases bovine intestinal alkaline phosphatase activity. purified bovine IAP, CDP-star luminescence, 30 min; stronger effect = higher value; fold of DMSO-control signal, blank-subtracted. activation factor at 20 µM. 200,000 tested, 0.17% active. AID 1016;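 active = activation factor of 2 or more at 20 µM, a signal rise over negative controls twice the positive control's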
Lmaj promast: Leishmania major promastigote growth inhibition | Leishmania major promastigotes, resazurin fluorescence viability | inhibition, % at 10 µM | 200,000 tested, 9% active; in the data active = inhibition above about 50%;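 also: promastigotes grown with compound for 44 hours at 28 °C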
PPARg SRC-2 ag: PPARgamma-driven SRC-2 recruitment agonism; P37231; PPARgamma LBD-SRC-2 recruitment, biochemical; activation, % at 8 µM; 200,000 tested, 0.34% active; in the data active = activation above about 22%;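 also: 0% = vehicle and 100% = reference agonist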
PPARg SRC3 recr: agonists of human PPARgamma SRC-3 coactivator recruitment. biochemical PPARgamma/SRC-3 coactivator recruitment assay. activation, % at 8 µM. 200,000 tested, 0.26% active; in the data active = activation above about 23%;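 also: 0% = DMSO and 100% = reference agonist; some compounds past the cut are filed as inactive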
bIAP inh: intestinal alkaline phosphatase (bovine) inhibition; 190,000 tested, under 10 active; inhibition, % at 20 µM; purified bovine IAP, CDP-star luminescence, 30 min; AID 1019;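 active = over 50% inhibition of intestinal alkaline phosphatase at 20 µM in the single-dose screen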
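System: purified bovine intestinal alkaline phosphatase (IAP) enzyme; Input: IAP diluted 1/65,000,000 in the well; Measured by: CDP-star luminescence signal; Compound dosing: 20 µM single dose; Incubation: 30 min reaction at room temperature.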
TLR4-MyD88 BLA: blocks binding of human TLR4 to MyD88; 200,000 tested, 0.18% active; HeLa CL3-4 TLR4/MyD88 BLA complementation, FRET ratio; AID 861; inhibition, % at 8.4 µM; O00206+Q99836; in the data active = inhibition above about 25%;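 also: 0% = vehicle and 100% = reference inhibitor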
Target sequence (O00206 whole entry, looked up): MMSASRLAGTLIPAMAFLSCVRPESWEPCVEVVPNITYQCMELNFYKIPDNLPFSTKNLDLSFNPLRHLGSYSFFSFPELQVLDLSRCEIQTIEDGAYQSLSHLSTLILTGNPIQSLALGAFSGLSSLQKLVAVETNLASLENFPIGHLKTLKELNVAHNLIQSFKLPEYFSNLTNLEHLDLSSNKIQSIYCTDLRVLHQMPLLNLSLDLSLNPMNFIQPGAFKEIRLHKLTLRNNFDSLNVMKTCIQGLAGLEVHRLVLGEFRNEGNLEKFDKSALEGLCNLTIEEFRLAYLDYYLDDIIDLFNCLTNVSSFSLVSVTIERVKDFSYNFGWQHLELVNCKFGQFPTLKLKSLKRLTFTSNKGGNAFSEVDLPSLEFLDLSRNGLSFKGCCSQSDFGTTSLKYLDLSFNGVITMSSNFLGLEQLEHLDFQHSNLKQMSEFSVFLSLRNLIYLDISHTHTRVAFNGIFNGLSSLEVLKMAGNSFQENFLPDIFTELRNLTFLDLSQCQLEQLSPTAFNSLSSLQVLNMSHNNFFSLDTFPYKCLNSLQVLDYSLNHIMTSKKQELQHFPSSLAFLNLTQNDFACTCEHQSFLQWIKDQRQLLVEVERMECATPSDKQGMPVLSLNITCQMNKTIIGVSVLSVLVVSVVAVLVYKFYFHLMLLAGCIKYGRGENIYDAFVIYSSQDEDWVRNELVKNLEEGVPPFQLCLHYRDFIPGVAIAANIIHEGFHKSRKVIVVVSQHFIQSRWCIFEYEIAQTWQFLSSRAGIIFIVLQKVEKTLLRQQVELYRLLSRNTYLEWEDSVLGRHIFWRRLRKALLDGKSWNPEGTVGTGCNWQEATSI
Target sequence (Q99836 whole entry, looked up): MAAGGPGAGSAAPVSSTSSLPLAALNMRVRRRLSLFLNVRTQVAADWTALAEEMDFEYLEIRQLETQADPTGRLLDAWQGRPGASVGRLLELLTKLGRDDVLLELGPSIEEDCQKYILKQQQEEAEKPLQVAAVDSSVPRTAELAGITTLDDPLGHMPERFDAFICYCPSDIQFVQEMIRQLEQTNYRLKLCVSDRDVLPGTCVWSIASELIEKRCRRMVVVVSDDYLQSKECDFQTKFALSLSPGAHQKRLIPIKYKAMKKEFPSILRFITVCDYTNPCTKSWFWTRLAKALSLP
ROMK primary: modulates human ROMK potassium channel activity; Tet-inducible ROMK, thallium flux fluorescence; actives lie on both sides; B-score at 10 µM; 130,000 tested, 2% active;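 active = signal ratio slope over the read window, or its plate-corrected B-score, at least 3 SD from the plate mean, either direction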;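 also: B-score of the F/F0 ratio slope over 7 to 12 s after thallium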
PPARg SRC-1 ag: agonists of human PPARgamma SRC-1 coactivator recruitment; activation, % at 8 µM; AID 631; PPARgamma-SRC-1 coactivator recruitment biochemical assay; 200,000 tested, 0.41% active; in the data active = activation above about 19%;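 also: 0% = DMSO and 100% = reference agonist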
TR-FRET SRC-2 ct: flags TR-FRET format artefacts in PPARgamma SRC-2 recruitment agonist screen; 200,000 tested, 0.4% active; TR-FRET artefact counter-screen; stronger effect = higher value; TR-FRET ratio at 8 µM; in the data active = TR-FRET ratio above about 2000; also: inactives centre near 1500; reference of the scale not given here
DTT redox prof: compounds producing H2O2 with reducing agent – biochemical, NIH compound library profiling, artefact control for MLSCN library redox annotation, primary screen. DTT-dependent redox cycling H2O2, phenol red/HRP absorbance; 100% = 100 µM peroxide control, 0% = buffer. activation, % at 10 µM. 200,000 tested, 0.03% active;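 active = activation of at least 50% relative to the plate's high and low controls in the primary single-dose screen; inactive = activation below 50%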;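 also: compound incubated with DTT at 0.8 mM final as the reducing agent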
An asterisk follows results filed as active; / = no result given.

Results follow in this order: S1P3 antagonist	TLR4-MyD88 BLA	PPARg SRC-2 ag	bIAP inh	DTT redox prof	Lmaj promast	TR-FRET SRC-2 ct	PPARg SRC-1 ag	PPARg SRC3 recr	bIAP activator	ROMK primary
Cc1cc(C)n(CCN(C)Cc2nc(Cc3ccccc3F)no2)n1
  3	-8	-11	-6	-1.0	9	1537	-6	6	1.1	/
O=C(O)CCc1ccc(-c2ccccc2)n1CC(=O)O
  /	5	4	6	0.4	8	1598	2	-13	0.9	1
CCO[C@@H]1OC(C(=O)Nc2ccccc2)=C[C@H](c2csc3ccccc23)[C@H]1CCCO
  13	3	-2	-3	-0.8	42	1508	4	-1	1	/
CCCCNc1cc(C)oc(=O)c1C(C)=O
  -3	2	9	2	-2.6	3	1494	0	8	1	/
Cc1ccc(C(=O)Nc2ccc3c(c2)OCCO3)o1
  /	3	0	3	0.3	3	1529	3	-6	1	0.71
S=c1nc(-c2cc(Cl)ccc2Cl)[nH][nH]1
  -1	4	27*	-20	-1.7	-10	2272*	20	15	1.2	-0.49
Cc1ccc(S(=O)(=O)N(C)CC(=O)Nc2cccc(C)n2)cc1
  -22	3	5	22	1.1	-3	1488	4	-3	0.8	/
O=C(NCc1ccc2[nH]c3c(c2c1)CCCC3)c1ccc(S(=O)(=O)N2CCCC2)cc1
  -13	-8	0	6	0.4	10	1500	9	6	0.9	-0.12
COc1ccc(S(=O)(=O)c2ccc(OC)cc2)cc1
  /	13	-1	29	0.7	-7	1712	2	-2	0.7	-0.051
COc1ccc(/C=C/C(=O)Nc2ccc3c(c2)OCCO3)cc1OC
  15	-5	-5	7	-0.1	14	1630	6	3	0.9	0.36
O=C(Nc1c(C(=O)Nc2ccccc2)cnn1-c1ccccc1)c1ccco1
  -58	9	-6	2	-0.4	5	1213	6	0	1	0.037
Cc1cccc(N2CCN(C(=O)/C=C/c3ccco3)CC2)c1C
  -6	-13	-5	6	0.2	12	1531	0	-1	0.9	0.15
CC1=C(C(=O)OCC2CCCO2)C(c2ccsc2)C2=C(CCCC2=O)N1 (stereo not given)
  -13	-17	5	-2	-1.2	-4	1606	-1	6	1	0.4
O=C(O)c1ccc(Cl)c(S(=O)(=O)Nc2ccc3cn[nH]c3c2)c1
  -15	-12	2	-17	-1.7	4	1649	-4	-1	1.2	2.1
CCc1nc(Cl)c(C#N)c2c1CCCC2
  -8	-8	2	18	-0.2	-3	1559	5	-1	0.8	/
CN(C)S(=O)(=O)c1cccc(-c2nn(-c3ccccc3)cc2/C=C2\SC(=S)NC2=O)c1
  -8	-10	-3	-108	0.6	12	1394	-4	0	2.1*	/
Cc1cc(C)c2c(CC(=O)Nc3nccs3)coc2c1
  21	1	14	0	-0.6	-4	1436	-3	-4	1	-0.61
Nc1cc(N)nc(SCCOc2ccccc2F)n1
  -28	-7	2	6	-2.2	-3	1482	8	5	0.9	/
CC1CN(c2ccc(Cl)cc2[N+](=O)[O-])CCN1S(C)(=O)=O (stereo not given)
  -6	-12	-4	-11	-0.2	1	1540	-2	2	1.1	-1.3
Cc1cc(C)cc(NC(=O)Cc2ccc(-n3cccc3)cc2)c1
  -8	8	9	2	-0.3	17	1598	-1	3	1	-0.3
Cc1oc(-c2cccs2)nc1CN1CCC(CO)(CCOc2ccccc2)CC1
  -3	14	7	-10	-0.8	73*	1557	8	7	1.1	-1.6
O=C(COC(=O)[C@H](Cc1ccccc1)NC(=O)c1cccs1)Nc1ccccc1C(F)(F)F
  -11	20	7	-2	-0.1	1	1689	7	1	1	/
COP(=O)(OC)c1nc(-c2ccccc2)oc1N1CCOCC1
  -16	-15	10	6	-0.2	51*	1565	5	4	0.9	0.17
O=c1c2ccccc2c(/C=N/NS(=O)(=O)c2ccccc2)c(O)n1-c1ccccn1
  -24	-6	8	4	-0.5	-7	1509	5	9	1	0.67
CCSC1=N/C(=C\c2ccc(C(=O)O)cc2)C(=O)S1
  -8	-10	-1	10	-1.3	25	1487	5	2	0.9	/
Cc1ccnc(NS(=O)(=O)c2ccc(NC(=O)c3ccc(S(=O)(=O)N4CC(C)OC(C)C4)cc3)cc2)n1 (stereo not given)
  8	-12	8	-2	-0.2	-6	1550	0	3	1	0.093
OC(CN1C2=NCCN2c2ccccc21)c1ccc2c(c1)OCO2 (stereo not given)
  -26	1	-3	3	-0.5	6	1418	2	-4	1	/
CC(C)(C)[C@@H]1C=C(C(=O)NC2CC2)O[C@H](OCc2ccc(CO)cc2)C1
  -8	-8	3	-10	-1.1	99*	1609	1	-2	1.1	/
O=C(N/N=C/c1cccs1)C(=O)N1CCCC1
  -11	3	11	5	-0.8	1	1790	0	-1	1	-0.24
O=C(CCNC(=O)c1ccc(Cl)cc1)Nc1c(F)c(F)cc(F)c1F
  4	13	4	-1	-0.6	2	1426	-4	-7	1	-0.63
O=C(CSc1ccncc1)Nc1ccc(S(=O)(=O)Nc2nccs2)cc1
  3	13	2	-12	-0.1	3	1505	4	4	1.1	0.17
C1CNC(C23CC4CC(CC(C4)C2)C3)=N1
  -16	-2	13	0	-0.5	-5	1714	6	12	1	0.41
COc1ccccc1Nc1nc(-c2ccc3c(c2)NC(=O)CO3)cs1
  -14	0	4	-9	-0.2	26	1714	6	6	1.1	-0.16
Nc1nnc(-c2ccc(Cl)cc2)s1
  /	2	8	10	-2.0	-8	1683	9	2	0.9	/
CCc1c(C(=O)Nc2ccc(S(=O)(=O)N3CCOCC3)cc2)csc1C
  14	-5	1	-20	0.1	10	1479	-9	-10	1.2	-1.7
CCc1nc2ccccc2c(NC(=O)CN2CCC(C)CC2)c1C
  0	-2	4	-1	-0.2	3	1810	2	-4	1	/
Cc1nn(C)c(C)c1CNC(=O)Nc1ccc2c(c1)OCO2
  -17	-9	1	-6	-0.6	-5	1559	-1	-1	1.1	0.096
COC(=O)C1(c2ccccc2)NC(c2cccs2)C2C(=O)N(c3ccccc3)C(=O)C21 (stereo not given)
  /	3	-9	/	1.2	-2	1397	-5	0	/	/
CC(=O)Nc1ccc2nc(C3CC3)n(Cc3ccc(Cl)cc3)c(=O)c2c1
  -12	-5	5	17	-0.6	84*	1699	14	5	0.8	-1.6
O=C(CNC(=O)c1ccccc1F)N/N=C/c1cc(Br)ccc1OC(=O)/C=C/c1ccco1
  1	-6	-2	6	-0.1	87*	1586	8	3	0.9	-0.13
CC(/C=N/NC(=O)c1ccncc1)=C\c1ccccc1
  /	-5	3	8	-4.8	2	1488	2	-3	0.9	0.042
CCc1nnc(N/N=C/c2ccccc2Cl)n1N
  /	3	1	4	0.9	-3	1603	0	-8	1	/
O=C1NC(Cc2c[nH]c3ccccc23)C(=O)N1CCOc1ccccc1 (stereo not given)
  -8	6	6	10	-4.2	96*	1619	-2	0	0.9	/
CC1(C)Cc2c(sc(N)c2C#N)C(C)(C)N1
  -3	-3	9	4	0.3	-5	1205	4	5	1	0.057
O=C(O)c1cc([N+](=O)[O-])c(N2CCCC2)c([N+](=O)[O-])c1
  -9	-21	-5	/	0.2	-3	1577	-6	-4	0.2	/
Cc1cc(-c2nnc(CCC(=O)N(C)Cc3cccc4ccccc34)o2)no1
  -5	1	-1	-4	-0.3	-6	1489	1	2	1	-0.4
Nc1nc(NC(=O)c2ccc(Cl)cc2)nn1-c1ccccc1
  2	11	-1	-2	-0.3	40	1373	-2	-2	1	/
Cn1cc(C(=O)N/N=C/c2c(O)ccc3ccccc23)ccc1=O
  3	14	12	-13	-2.0	99*	1557	10	0	1.1	-3
O=C(CSc1nc2ccccc2c(=O)[nH]1)N1CCN(S(=O)(=O)c2ccccc2)CC1
  /	10	0	-6	-4.5	-9	1510	14	3	1.1	/
OC1(c2ccc3ccccc3c2)CCN(Cc2ccccc2)C1 (stereo not given)
  /	-6	3	-9	-0.1	94*	1550	2	-1	1.1	-2.6
C=C(C)c1cccc(C(C)(C)NC(=O)N2CCOCC2)c1
  -17	0	8	-2	2.0	4	1633	-2	16	1	/
CCC(C)(C)n1nnnc1C(c1ccc(C)cc1)N(Cc1ccco1)Cc1cccs1 (stereo not given)
  /	1	-2	18	-15	18	1400	-3	-10	0.8	/
Cc1ccc(NC(=O)COC(=O)C2CC(=O)N(Cc3ccccc3)C2)cc1F (stereo not given)
  1	3	2	-1	0.1	-1	1540	-2	-2	1	0.38
O=C(NCCN1CCCC1)c1ccc2c(c1)N(Cc1ccc(F)cc1)C(=O)c1ccccc1S2=O (stereo not given)
  -15	6	-5	12	-2.0	1	1362	-9	-1	0.9	/
COc1ccc2nc(NC(=O)C3CCCN(S(=O)(=O)c4cccc5nonc45)C3)sc2c1 (stereo not given)
  /	-2	1	11	2.8	9	1518	5	7	0.9	/
O=C(c1ccc2c(c1)OCCO2)C1CCN(S(=O)(=O)c2ccc(F)cc2)CC1
  -34	14	5	11	1.5	26	1578	7	3	0.9	/
Cc1ccc(C(=O)NC(=S)NCc2cccnc2)cc1C
  9	14	-3	15	0.1	-4	1594	1	1	0.8	-0.96
CCc1ccc(S(=O)(=O)/N=C2/C=C(Sc3ncn[nH]3)C(=O)c3ccccc32)cc1
  -7	-10	1	-35	25	100*	1515	11	4	1.3	-7.8*
Cc1ccc(CNC(=O)C2CCCCC2C(=O)O)cc1 (stereo not given)
  -16	-4	-2	12	2.4	19	1418	-1	-12	0.9	0.33
O=C(c1ccc(CS(=O)(=O)c2ccc(Br)cc2)o1)N1CCN(C2CCCCC2)CC1
  -14	15	-12	-6	-1.4	99*	1620	-1	1	1.1	/

More compounds.
Results follow in this order: S1P3 antagonist	TLR4-MyD88 BLA	PPARg SRC-2 ag	bIAP inh	DTT redox prof	Lmaj promast	TR-FRET SRC-2 ct	PPARg SRC-1 ag	PPARg SRC3 recr	bIAP activator	ROMK primary
COc1cc(OC)c(OC)cc1/C=C1\CCC(C2CCCC2)C1=O (stereo not given)
  -7	-1	11	-14	-1.0	5	1852	10	0	1.1	0.0087
COc1ccc(-n2c(NCCN(C)C)nc3sc4c(c3c2=O)CCCCC4)cc1
  /	11	3	-2	0.1	58*	1435	-4	7	1	-1.9
COC(OC)c1ccnc(-c2ccc(OC(=O)c3ccccc3)cc2)n1
  0	0	8	-6	-2.2	-4	1687	8	-2	1.1	0.038
O=C(CSCc1cccc(Br)c1)N/N=C/c1ccc2c(c1)OCO2
  /	-10	2	10	3.4	3	1495	-5	-4	0.9	/
Cc1ccc(S(=O)(=O)N2CCN(C(=O)CN3CCCC3)C2)cc1
  16	-4	-5	-6	-0.5	1	1432	5	4	1.1	-0.28
O=C(O)c1cc(-c2ccccc2Cl)n[nH]1
  /	-4	-6	/	0.0	-6	1601	0	-11	0.3	-0.18

Individual results from the entries so far:
`COC(OC)c1ccnc(-c2ccc(OC(=O)c3ccccc3)cc2)n1` in bIAP inh reads -6
`Cc1ccc(S(=O)(=O)N2CCN(C(=O)CN3CCCC3)C2)cc1` in TR-FRET SRC-2 ct reads 1432

Bioassay records from PubChem BioAssay.
